Source: PubChem
All columns: NCI-60 one-dose screen, growth in % after 48 h at 10 µM unless noted; 100 = growth as untreated, 0 = no growth, -100 = all killed.
LOX IMVI – LOX IMVI melanoma. 79,000 compounds, 7.4% hits. AID 1794757
CCRF-CEM – CCRF-CEM leukemia. 77,000 compounds, 7% hits
HOP-92 – HOP-92 NSCLC cells | 71,000 compounds, 6.3% hits
A549/ATCC – A549/ATCC NSCLC; 81,000 compounds, 3.7% hits; AID 1794740
HOP-62 – HOP-62 NSCLC; AID 1794735; 80,000 compounds, 3.9% hits
EKVX – EKVX NSCLC | 71,000 compounds, 3% hits
M14 – M14 melanoma | 80,000 compounds, 6.2% hits | AID 1794745
SK-MEL-5 – SK-MEL-5 melanoma. 80,000 compounds, 6.4% hits. AID 1794755
* = called active by the depositor; x = not tested or not shown; & = joins results of further samples. Rule for the calls: active = growth percent below 10; inactive = the rest.

1	N#Cc1c(-c2cccs2)cc(-c2cccc(Cl)c2)[nH]c1=O
2	NC(=O)CCS(=O)(=O)Cc1ccccc1
3	Cc1[nH]c(-c2nc3ccccc3[nH]2)c(C)c1C(=O)N[C@@H](C)c1ccccc1
4	CCN1C(=O)N(CC)C2C1N=C(SCc1ccc(Cl)cc1)N2/N=C/C=C/c1ccccc1OC (stereo not drawn)
5	CCSc1nc2c(cnn2Cc2ccccc2)c(=O)n1Cc1ccccc1
6	C/C=C/C=C/C(=O)OCC
assay / compound	1	2	3	4	5	6
LOX IMVI	100.3	84.7	100.1	44.5	89.5	97.7
CCRF-CEM	100.6	122.6	110.2	46.4	97.3	108.9
HOP-92	102.9	91.0	89.3	50.6	95.0	94.6
A549/ATCC	99.8	96.8	97.5	53.7	105.9	106.7
HOP-62	104.9	106.8	102.5	70.0	86.3	x
EKVX	102.2	100.3	99.5	62.5	95.3	109.0
M14	109.7	101.0	96.4	45.5	99.4	106.9
SK-MEL-5	97.0	108.8	95.8	44.2	106.1	97.5

7	COC(=O)[C@H](CC(C)C)NC(=O)C1(C)CCC[C@]2(C)[C@H]3C[C@H]4C(C(C)C)=C[C@]3(CC[C@@H]12)[C@@H]1C(=O)CCC(=O)[C@@H]14 (stereo partly drawn)
8	NC(=O)c1ccc(C2C3=C(CCCC3=O)OC3=C2C(=O)c2ccccc2C3=O)cc1 (stereo not drawn)
9	C#C[C@]1(O)CC[C@H]2[C@@H]3CC=C4c5sc(-c6ccc([N+](=O)[O-])cc6)nc5CC[C@]4(C)[C@H]3CC[C@@]21C
10	NCCC(=O)c1ccccc1
11	CCCCCCCCCCN1C(=O)/C(=c2\sc3n(c2=O)NC2C(N=3)N(CC)C(=O)N2CC)c2ccccc21 (stereo not drawn)
12	COc1ccc(C(=O)COC(=O)[C@H](C[Se][Se]C[C@H](NC(=O)c2ccc(Br)cc2F)C(=O)OCC(=O)c2ccc(OC)cc2)NC(=O)c2ccc(Br)cc2F)cc1
assay / compound	7	8	9	10	11	12
LOX IMVI	94.0	-19.3*	-59.9*	91.2	88.5	-50.8*
CCRF-CEM	103.8	15.0	9.2*	96.1	99.8	-25.4*
HOP-92	83.7	71.2	42.9	x	86.0	-27.9*
A549/ATCC	95.2	26.7	29.6	92.4	97.2	-3.8*
HOP-62	88.9	23.6	23.5	103.7	82.3	-72.4*
EKVX	104.0	24.6	-61.6*	108.1	92.0	-69.4*
M14	96.4	-0.8*	-53.7*	102.1	101.4	-73.9*
SK-MEL-5	94.7	-93.9*	23.0	98.8	103.0	-8.1*

13	CN1CCN(Cc2ccc(NC(=O)c3cncc(C#Cc4cnc(N)c5ncccc45)c3)cc2Cl)CC1
14	COc1cc(/C=N/N2CCCCC2)cc(OC)c1OC
15	O=C(CSc1nc(-c2ccccc2)cc(=O)[nH]1)c1ccc(Cl)cc1
16	O=C(Nc1ncc(Cc2ccccc2)s1)C(=S)N1CCOCC1
17	CN(C)CCNc1nc2ccccc2c2c(=O)c3ccccc3sc12
18	COc1ccc(/C(=C\c2ccc3c(c2)OCO3)C(=O)Nc2nc3ccc(Cl)cc3s2)cc1OC
assay / compound	13	14	15	16	17	18
LOX IMVI	86.5	96.6	102.1	96.6	-91.6*	98.5
CCRF-CEM	-2.1*	97.6	98.2	100.8	6.7*	x
HOP-92	75.6	x	80.1	99.6	4.0*	84.6
A549/ATCC	74.7	97.5	97.5	100.7	13.2	101.9
HOP-62	89.8	109.8	91.3	102.2	21.7	94.1
EKVX	105.8	91.9	106.1	99.7	30.7	78.0
M14	84.4	102.0	97.3	94.1	-54.7*	99.7
SK-MEL-5	78.4	104.9	100.5	98.6	-83.1*	96.5

19	Cc1ccc(O)c(Cc2ccc(Br)cc2)c1
20	O=C(Nc1ccc(Cl)c(Cl)c1)O/N=C\c1c(Cl)ccc([N+](=O)[O-])c1Cl
21	O=c1nc2c(-c3nc(-c4ccc(F)cc4)no3)n[nH]n2c2sc3c(c12)CCCC3
22	COc1ccc2c(c1)c(-c1nc(-c3cn(C)c4ncccc34)cs1)cn2CCCN1CCCCC1
23	O=C(CSc1nc(-c2ccccc2)[nH]c1S(=O)(=O)c1ccccc1)NC1CC1
24	C/C(=C(/c1ccc(Cl)cc1)c1ccc(OCCN2CCCCCC2)cc1)c1ccccc1
assay / compound	19	20	21	22	23	24
LOX IMVI	90.8	-82.1*	105.4	28.3	44.8	62.6
CCRF-CEM	65.8	-19.3*	105.1	2.7*	93.4	68.9
HOP-92	82.0	6.8*	96.6	48.7	89.6	82.6
A549/ATCC	95.5	45.5	105.5	25.2	42.1	67.8
HOP-62	97.1	-86.3*	106.1	74.9	21.2	90.3
EKVX	100.6	x	100.7	61.6	65.1	70.2
M14	105.5	32.0	107.3	-85.2*	96.4	81.4
SK-MEL-5	97.5	48.3	104.4	28.6	35.6	69.5

25	O=C1CCCC2=C1C(c1c[nH]c3ccc(Br)cc13)Cc1cc(Br)ccc1N2 (stereo not drawn)
26	COc1ccc2[nH]cc(-c3nonc3-c3c[nH]c4ccc(OC)cc34)c2c1
27	NS(=O)(=O)c1ccc(N2N=C(c3cccs3)CC2c2ccccc2O)cc1 (stereo not drawn)
28	Fc1ccc(/C=C/c2cc(/C=C/c3ccc(F)cc3)n(-c3ccc(OC(F)(F)F)cc3)n2)cc1
29	Cc1cc2nc(C(C)O)[nH]c2cc1C (stereo not drawn)
30	CCOC(=O)c1ccc(NC(=O)CN2CCOCC2)cc1
assay / compound	25	26	27	28	29	30
LOX IMVI	14.1	56.9	13.5	98.9	108.1	101.0
CCRF-CEM	6.7*	68.0	4.4*	93.0	76.2	84.5
HOP-92	x	85.9	-8.4*	83.5	61.7	100.8
A549/ATCC	43.7	68.3	7.3*	91.2	x	90.6
HOP-62	41.2	71.1	24.4	102.3	105.7	91.2
EKVX	41.9	69.6	x	95.9	110.3	99.4
M14	13.1	73.5	0.9*	92.8	102.9	109.1
SK-MEL-5	43.0	101.3	-29.1*	90.2	105.2	100.3

Profiles as entered above.
`O=C1CCCC2=C1C(c1c[nH]c3ccc(Br)cc13)Cc1cc(Br)ccc1N2` (stereo not drawn) is listed as LOX IMVI = 14.1; CCRF-CEM = 6.7*; HOP-92 = x; A549/ATCC = 43.7; HOP-62 = 41.2; EKVX = 41.9; M14 = 13.1; SK-MEL-5 = 43.0
`COc1ccc2[nH]cc(-c3nonc3-c3c[nH]c4ccc(OC)cc34)c2c1` is listed as LOX IMVI = 56.9; CCRF-CEM = 68.0; HOP-92 = 85.9; A549/ATCC = 68.3; HOP-62 = 71.1; EKVX = 69.6; M14 = 73.5; SK-MEL-5 = 101.3

Additional compounds
31	Cc1ccccc1SCCC(=O)O
32	CC/C(=C(\c1ccc(O)cc1)c1ccc(OCCNC)cc1)c1ccccc1
33	NC1=C(C/C(N)=N\O)C(c2ccc([N+](=O)[O-])cc2)c2c(ccc3ccccc23)O1 (stereo not drawn)
34	O=S(=O)(NCCCNc1cc(-c2cn(-c3ccccc3)nc2-c2cccc(O)c2)ccn1)c1ccc(Cl)cc1
35	O=S(=O)(O)c1ccc2ccccc2c1
36	CCOC(=O)c1c(C)oc2cc([N+](=O)[O-])c(O)c([N+](=O)[O-])c12
assay / compound	31	32	33	34	35	36
LOX IMVI	100.3	83.1	x	4.0*	98.2	102.9
CCRF-CEM	98.8	92.6	89.2	11.6	103.0	92.7
HOP-92	95.5	65.1	103.3	-6.6*	79.7	x
A549/ATCC	100.0	88.2	101.3	18.8	100.9	90.6
HOP-62	92.0	96.8	95.3	29.1	93.0	89.1
EKVX	x	96.4	68.1	27.6	101.5	x
M14	98.2	-18.8*	96.9	8.6*	98.0	107.0
SK-MEL-5	99.8	89.2	91.8	-19.5*	105.4	102.8

37	CCCC(C)(C)COC(=O)COc1ccccc1
38	[O-]/[N+](=C\c1ccccc1)c1ccc(Cl)cc1
39	O=C1C(=O)N(CCCCn2cc(COc3ccc4ccc(=O)oc4c3)nn2)c2ccccc21
40	CCC(C)Nc1nc2c(c(=O)n(C)c(=O)n2C)n1C (stereo not drawn)
41	O=S(=O)(NCCCNc1nccc(-n2ccc3cccnc32)n1)c1cccc(C(F)(F)F)c1
42	Nc1cccc2c(=O)[nH][nH]c(=O)c12
assay / compound	37	38	39	40	41	42
LOX IMVI	98.5	27.7&49.3	90.6	101.1	99.9	99.0
CCRF-CEM	90.1	71.6&69.9	100.3	107.6	101.7	91.2
HOP-92	92.9	88.3&83.7	102.2	103.7	106.4	94.4
A549/ATCC	85.2	84.4&65.8	101.9	110.5	101.3	52.2
HOP-62	90.0	105.7&89.5	100.6	92.9	112.1	95.8
EKVX	100.1	74.3	98.0	95.2	100.6	99.9
M14	99.3	43.8&50.6	98.8	104.8	107.1	105.3
SK-MEL-5	112.7	75.2&70.8	99.8	101.4	106.3	94.8

43	CNC[C@H](O)[C@@H](O)[C@H](O)[C@H](O)CO
44	COC1=C(N(C)C)C(=O)c2ccccc2C1=O
45	COc1ccc(S(=O)(=O)NCCCNc2nccc(-c3c(-c4ccc(F)cc4)nc4sccn34)n2)cc1
46	CN(C)C(c1ccccc1)c1ccccc1
47	COc1nc2c(c(=O)n1C)C1(C(=O)N(Cc3ccccc3)c3ccccc31)c1c(nc(OC)n(C)c1=O)N2
48	Cc1cccc(/C=C2\CN(C(=O)OC(C)(C)C)C/C(=C\c3cccc(C)c3)C2=O)c1
assay / compound	43	44	45	46	47	48
LOX IMVI	96.0	81.7	40.1	103.5&103.3	93.8	47.1
CCRF-CEM	50.8	118.2	37.6	99.5&93.6	116.6	8.7*
HOP-92	105.1	104.9	x	107.0	98.2	87.3
A549/ATCC	97.5	116.1	32.0	100.5&104.9	85.8	97.4
HOP-62	x	101.1	79.7	95.5&105.5	82.9	96.9
EKVX	96.6	118.6	x	108.5&108.9	99.8	93.4
M14	108.0	106.4	57.3	105.1	95.5	90.5
SK-MEL-5	105.1	100.8	49.5	100.8&105.8	101.7	101.1

49	O=C1c2c(F)c(F)c(F)c(F)c2C(=O)C1C1CCCCC1
50	CCN(CC)c1ccc(C(=O)O)cc1
51	CCc1c[n+]([O-])c(C)cc1[N+](=O)[O-]
52	CC(=O)OCCSCCOC(C)=O
53	C(=N\Nc1nnc2n1N=C(c1ccccc1)CS2)/c1ccc(OCc2ccccc2)cc1
54	CCCCn1c(-c2ccc(F)cc2)nc2cc(OC)c(OC)cc2c1=O
assay / compound	49	50	51	52	53	54
LOX IMVI	72.9	105.9	98.8	105.3	95.8	98.3
CCRF-CEM	67.0	97.2	90.4	96.7	97.2	-46.0*
HOP-92	111.0	75.9	111.3	113.6	109.9	66.1
A549/ATCC	106.0	103.8	87.5	103.7	91.1	19.7
HOP-62	99.9	103.7	102.1	100.7	110.1	-11.2*
EKVX	90.4	112.4	101.4	x	100.5	105.1
M14	83.7	108.1	103.8	105.5	112.7	126.7
SK-MEL-5	87.0	97.3	94.2	105.2	82.9	89.8

55	Cc1nn(-c2ccc(Br)cc2)c2nc3c(nc12)C(=O)C(=O)c1ccccc1-3
56	Cc1ccc(N2CC(c3nc4ccccc4s3)CC2=O)cc1 (stereo not drawn)
57	COc1ccc(NC(=O)Nc2ccc(-c3ccc(Cl)cc3)nc2C)cc1
58	O=C(CSc1nc2ccccc2c(=O)n1-c1ccc(S(=O)(=O)Nc2ccc(Cl)nn2)cc1)Nc1ccccc1
59	CCCCOC(=O)CC(NS(=O)(=O)c1ccc(C)cc1)C(=O)OCCCC (stereo not drawn)
60	COc1ccc(C(C)=O)c(O)c1O
61	Cc1ccc2nc(COc3ccc(C(=O)N/N=C/c4ccc(N(C)C)cc4)cc3)[nH]c2c1
assay / compound	55	56	57	58	59	60	61
LOX IMVI	88.1	96.5	79.6	81.9	100.3	98.4	40.1
CCRF-CEM	x	97.3	82.1	89.2	87.2	99.6	54.7
HOP-92	x	85.9	162.3	111.4	75.5	104.8	12.1
A549/ATCC	100.3	96.2	75.9	95.6	97.5	91.2	74.0
HOP-62	91.7	86.3	90.8	98.6	104.4	96.5	70.3
EKVX	80.0	x	98.9	95.0	107.9	103.1	69.2
M14	98.2	100.6	62.0	x	105.8	103.8	82.5
SK-MEL-5	89.6	97.4	62.5	94.5	107.7	99.3	73.9
